Source: PubChem
PG9 binder – PG9 antibody binding by small molecule | TR-FRET gp120-PG9 antibody binding | inhibition, % at 6.7 µM | 360,000 tested, 0.43% active | AID 624416; in the data active = inhibition above about 8.5%
DAX1 inh-1 – inhibitors of DAX1 repression of SF-1 activated StAR promoter. HEK293T StAR-luciferase reporter, SF-1/DAX-1 repression relief. inhibition, % at 6.8 µM. 370,000 tested, 1.1% active. AID 652010;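 active = inhibition above the mean over all tested compounds plus 3 SD, cut at about 3.6% in these data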;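 also: 0% = DAX-1 cells with DMSO and 100% = cells lacking DAX-1 with DMSO; higher inhibition means more luminescence from relief of DAX-1 repression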
hcDAF12 agonist – H. contortus DAF-12 activation, primary screen; HEK293 hcDAF-12 lit1-tk-luc reporter, luminescence; 0% DMSO, 100% Δ7-dafachronic acid; activation, % at 6.8 µM; 370,000 tested, 1.4% active;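 active = activation above the mean of all tested compounds plus 3 SD, cut at about 5.5% in these data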;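 also: 100% = response to 3 µM Δ7-dafachronic acid high control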
ssDAF12 agonist – activators of S. stercoralis DAF-12 nuclear receptor; HEK293 ssDAF-12/GRIP1 lit1-tk-luc reporter, luminescence; % of 3 µM dafachronic acid response; activation, % at 6.8 µM; 370,000 tested, 1% active; AID 652126;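 active = activation above the mean over all tested compounds plus 3 SD, cut at about 0.9% in these data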;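 also: 0% = DMSO-only wells and 100% = 3 µM delta7-dafachronic acid wells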
NR1D1 modulator – modulates human Rev-erb alpha binding to DNA. activity, % at 10 µM. P20393. 370,000 tested, 0.79% active. Rev-erbα–FITC-DNA binding, fluorescence polarization, 90 min;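 active = activity above about 14%, limit read from the data; passing the limit was not always enough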;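 also: 0% = DMSO wells with 35 nM protein and 100% = DMSO wells with 750 nM protein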
Target sequence (P20393 whole entry, looked up): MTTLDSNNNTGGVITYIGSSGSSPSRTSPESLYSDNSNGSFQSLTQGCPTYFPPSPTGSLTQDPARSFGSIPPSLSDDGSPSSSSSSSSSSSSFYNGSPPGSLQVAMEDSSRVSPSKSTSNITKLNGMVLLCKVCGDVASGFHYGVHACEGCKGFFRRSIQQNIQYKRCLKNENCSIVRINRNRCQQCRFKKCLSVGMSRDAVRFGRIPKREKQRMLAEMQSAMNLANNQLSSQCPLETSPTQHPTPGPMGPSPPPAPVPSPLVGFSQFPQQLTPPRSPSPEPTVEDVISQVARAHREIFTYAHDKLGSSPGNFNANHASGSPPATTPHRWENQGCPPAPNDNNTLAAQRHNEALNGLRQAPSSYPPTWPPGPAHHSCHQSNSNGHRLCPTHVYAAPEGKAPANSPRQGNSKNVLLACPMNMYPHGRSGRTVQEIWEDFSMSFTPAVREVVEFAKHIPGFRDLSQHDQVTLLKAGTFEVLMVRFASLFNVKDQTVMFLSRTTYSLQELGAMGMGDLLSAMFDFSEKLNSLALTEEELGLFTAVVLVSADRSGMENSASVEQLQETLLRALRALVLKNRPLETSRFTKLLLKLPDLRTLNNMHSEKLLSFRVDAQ
PLC-beta3 inh – inhibitors of human phospholipase C beta3. Q01970. Purified PLC-beta3, fluorogenic substrate, fluorescence. inhibition, % at 12.2 µM. 370,000 tested, 0.18% active; in the data active = inhibition above about 11%;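 also: 0% = median of compound wells on plate and 100% = full blocker control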
SMARCA2 activ – increases SMARCA2 function in MMTV reporter cells. 370,000 tested, 1% active. activation, % at 9.1 µM. MG213 cells, MMTV-luciferase reporter, dexamethasone, overnight; in the data active = activation above about 7.8%;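 also: 0% = vehicle wells and 100% = reference activator wells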
DAX1 inh-2 – inhibits human nuclear receptor DAX1. P51843. HEK293 Gal4-DAX1 luciferase reporter, luminescence. inhibition, % at 6.75 µM. 340,000 tested, 0.99% active. AID 504766;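 active = inhibition above the mean over all tested compounds plus 3 SD, cut at about 4.2% in these data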;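 also: 0% = DAX1-transfected cells with DMSO and 100% = empty-vector control cells with DMSO; inhibition shows as a rise in luminescence from relieved DAX1 repression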
Target sequence (P51843 207-470 limits assumed): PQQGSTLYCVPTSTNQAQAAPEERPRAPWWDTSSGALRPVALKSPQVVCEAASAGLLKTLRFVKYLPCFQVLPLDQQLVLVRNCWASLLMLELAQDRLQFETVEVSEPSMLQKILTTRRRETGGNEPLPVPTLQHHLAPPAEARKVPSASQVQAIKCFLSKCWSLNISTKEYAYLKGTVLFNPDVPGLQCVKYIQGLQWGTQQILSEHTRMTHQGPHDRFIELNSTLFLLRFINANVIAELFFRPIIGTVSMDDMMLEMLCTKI
sPLA2-III inh – Blocks human group III sPLA2 activity; QFRET BODIPY PC-A2 liposome hydrolysis, fluorescence; Q9NZ20; inhibition, % at 12.2 µM; 370,000 tested, 0.56% active; AID 743126;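 active = inhibition above mean plus 3 SD of compounds lying within the high and low control bounds, cut at about 19% in these data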;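 also: 0% = median of test compound wells and 100% = no enzyme DMSO wells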
hgDAF12 agonist – activates the H. glycines DAF-12 receptor ligand-binding domain; AID 687014; HEK293 GAL4-hgDAF12 UAS-luciferase reporter, agonist luminescence; normalized to butyrate control; 370,000 tested, 1.8% active; activation, % at 6.8 µM;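 active = activation above a cutoff set at the mean of all screened compounds plus 3 SD, cut at about 10% in these data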;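 also: 0% = DMSO wells and 100% = sodium butyrate wells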
GAA850 FXN act – activators of GAA850 frataxin (FXN) promoter | HEK293 lucGAA850 FXN promoter luciferase reporter, 24 h; percent of 10 µM SAHA response | activation, % at 6 µM | 360,000 tested, 0.56% active;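 active = activation above the average of all compounds screened plus 3 SD, cutoff fixed separately per campaign, cut at about 7.5% in these data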;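 also: 0% = DMSO wells and 100% = 10 µM SAHA wells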
Starred values were filed as active, the others as inactive; · = no result given. Random draw from the library; 7% or so of the library scored in one or more.

(1) O=C(NCCc1ccccc1)/C(=C/c1ccco1)c1ccccc1
(2) Cc1ccc(S(=O)(=O)N2CCCC(C(=O)NNCC(=O)Nc3cc(F)ccc3F)C2)cc1 (stereo not drawn)
(3) COC(=O)c1ccc(Cl)c(NC(=O)c2cccc([N+](=O)[O-])c2C)c1
(4) O=C(Nc1ccccc1)c1ccccc1NC(=O)c1ccccc1C(=O)O
(5) COc1cc(OC)c2c(c1)C(=O)OC2
(6) COc1ccc(CCN(Cc2cccs2)S(=O)(=O)c2ccc(S(=O)(=O)N3CCC(C)CC3)cc2)cc1OC
Assay by compound	1	2	3	4	5	6
PG9 binder	-2.0	-1.2	-0.2	-1.2	2.0	-0.6
DAX1 inh-1	-0.5	-0.4	0.3	0.8	0.1	0.4
hcDAF12 agonist	-3.9	-1.3	-2.5	0.7	-0.2	-1.1
ssDAF12 agonist	-1.7	-1.6	-2.1	-1.5	-0.9	-0.7
NR1D1 modulator	3.9	0.5	-6.6	-2.2	4.1	0.8
PLC-beta3 inh	-0.3	2.9	3.0	-26.0	3.2	0.8
SMARCA2 activ	1.8	-2.0	5.2	5.6	-3.3	1.9
DAX1 inh-2	-0.8	-1.0	3.8	·	-0.3	1.2
sPLA2-III inh	-3.3	-16.1	7.9	2.5	3.7	0.8
hgDAF12 agonist	-0.4	-2.8	-1.1	3.4	-3.0	-2.7
GAA850 FXN act	1.1	0.1	0.8	2.9	0.2	3.1

(7) CC(C)(C)C1CCc2c(sc(NC(=O)c3ccco3)c2C(N)=O)C1 (stereo not drawn)
(8) O=C(NCCc1ccccc1)C(=O)NCC1OCCN1S(=O)(=O)c1ccc([N+](=O)[O-])cc1 (stereo not drawn)
(9) CCCOc1ccc(C(=O)Nc2ccc(NC(=O)c3cccs3)cc2)cc1
(10) COc1cccc(C(=O)N2CCC(C(=O)N3CCN(C)CC3)CC2)c1
(11) COC(=O)[C@]12C[C@H](CC(=O)NCCCN3CCCC3=O)C(=O)N(CCc3ccc(OC)c(OC)c3)C1=C[C@H](C(C)(C)C)O[C@@H]2C
(12) O=C(Cc1coc(-c2ccc(F)cc2)n1)Nc1ccccc1
Assay by compound	7	8	9	10	11	12
PG9 binder	-2.0	-1.9	-1.3	-3.5	·	1.7
DAX1 inh-1	0.0	-0.8	0.7	-0.1	2.3	0.1
hcDAF12 agonist	-0.9	-0.5	-0.2	-0.1	0.5	-1.8
ssDAF12 agonist	-1.2	-1.7	-0.9	-0.4	-0.9	-1.4
NR1D1 modulator	16.9	-0.5	-1.7	-2.2	0.6	-3.0
PLC-beta3 inh	-6.6	-2.2	0.4	-5.5	0.4	-0.1
SMARCA2 activ	-0.9	1.4	4.7	-1.9	-4.0	0.2
DAX1 inh-2	-0.8	-1.8	-2.5	0.5	·	-0.1
sPLA2-III inh	8.8	-4.0	-3.3	-6.1	5.4	-1.4
hgDAF12 agonist	-1.0	-2.9	0.6	-0.1	2.8	-0.5
GAA850 FXN act	2.9	0.4	0.6	-0.6	·	3.7

(13) Fc1ccc(-n2c(-c3cccs3)nc3nc4ccccc4nc32)cc1
(14) CCOc1[nH]n(-c2ccccc2)c(=O)c1C=Nc1ccc(C)cc1
(15) Cc1ccc(C(=O)NNC(=O)COC(=O)COc2ccccc2C#N)cc1
(16) c1ccc(-c2nnc(SCc3nc4ccccc4[nH]3)n2Cc2ccco2)nc1
(17) CCOc1ccc(CNC(=O)CCc2cn(C)c3ccccc23)cc1
(18) C/C=C/C=C\C(=O)Nc1cccc(C2=NOC3(C2)C[C@@H](C(N)=O)N(C(=O)/C(C)=C/C)C3)c1 (stereo partly drawn)
Assay by compound	13	14	15	16	17	18
PG9 binder	1.1	-0.1	-3.0	-3.3	1.2	-0.2
DAX1 inh-1	0.3	0.0	2.8	-1.1	-0.2	0.3
hcDAF12 agonist	-0.8	0.7	2.0	1.3	-1.2	-2.0
ssDAF12 agonist	-0.2	0.8	-1.0	-1.6	-0.6	-1.2
NR1D1 modulator	75.4*	-2.0	-0.4	-1.6	0.6	-1.6
PLC-beta3 inh	-89.6	1.4	5.7	-33.9	-10.3	-9.0
SMARCA2 activ	-4.8	-0.1	-0.5	-2.5	0.6	0.3
DAX1 inh-2	-1.3	0.3	0.4	0.2	1.1	1.0
sPLA2-III inh	-13.2	1.7	-0.3	-6.1	13.2	-16.1
hgDAF12 agonist	2.3	-3.6	0.3	-2.9	-1.6	5.3
GAA850 FXN act	2.4	1.1	1.1	-0.1	0.2	0.3

(19) CCOC(=O)c1sc(NC(=O)CSc2ccccn2)c(C#N)c1C
(20) COc1ccc(C(=O)NCC(=O)N2CCC3(CC2)NCCc2[nH]cnc23)cc1
(21) CCOC(=O)c1sc(NC(=O)CCN2C(=O)c3cccc([N+](=O)[O-])c3C2=O)c(C(=O)OCC)c1C
(22) COc1cc(C(C)=O)ccc1OCc1cc(C(=O)N2CCSCC2)no1
(23) COc1ccccc1N(CC(=O)NCCSCc1ccc(Cl)cc1)S(C)(=O)=O
(24) COc1cccc2c1OC1(N3CCOCC3)CCCCC1C2C[N+](=O)[O-] (stereo not drawn)
Assay by compound	19	20	21	22	23	24
PG9 binder	-1.0	-1.2	0.4	-1.4	-0.5	-1.9
DAX1 inh-1	0.5	-1.2	-0.3	0.0	-0.6	-0.1
hcDAF12 agonist	-0.2	-2.6	0.2	-1.4	-1.9	-1.7
ssDAF12 agonist	-1.4	-1.0	-0.3	-1.1	-1.6	-0.8
NR1D1 modulator	-0.8	-4.0	-3.9	-2.4	0.4	-10.0
PLC-beta3 inh	-0.3	4.6	-11.5	-9.5	5.2	0.5
SMARCA2 activ	-3.1	1.8	-2.4	-2.1	-3.3	5.3
DAX1 inh-2	-0.4	0.2	1.1	0.4	-0.8	0.8
sPLA2-III inh	2.1	2.6	2.7	-2.1	-6.6	-4.1
hgDAF12 agonist	-0.3	1.6	0.5	1.6	-0.6	-0.2
GAA850 FXN act	0.2	1.5	1.2	2.7	-2.2	-1.0

One compound at a time, as listed above. Values in the order: PG9 binder	DAX1 inh-1	hcDAF12 agonist	ssDAF12 agonist	NR1D1 modulator	PLC-beta3 inh	SMARCA2 activ	DAX1 inh-2	sPLA2-III inh	hgDAF12 agonist	GAA850 FXN act
COc1ccc(C(=O)NCC(=O)N2CCC3(CC2)NCCc2[nH]cnc23)cc1 is listed with -1.2	-1.2	-2.6	-1.0	-4.0	4.6	1.8	0.2	2.6	1.6	1.5
CCOC(=O)c1sc(NC(=O)CCN2C(=O)c3cccc([N+](=O)[O-])c3C2=O)c(C(=O)OCC)c1C is listed with 0.4	-0.3	0.2	-0.3	-3.9	-11.5	-2.4	1.1	2.7	0.5	1.2
COc1cc(C(C)=O)ccc1OCc1cc(C(=O)N2CCSCC2)no1 is listed with -1.4	0.0	-1.4	-1.1	-2.4	-9.5	-2.1	0.4	-2.1	1.6	2.7
CCOC(=O)c1sc(NC(=O)CSc2ccccn2)c(C#N)c1C is listed with -1.0	0.5	-0.2	-1.4	-0.8	-0.3	-3.1	-0.4	2.1	-0.3	0.2
COc1cccc2c1OC1(N3CCOCC3)CCCCC1C2C[N+](=O)[O-] (stereo not drawn) is listed with -1.9	-0.1	-1.7	-0.8	-10.0	0.5	5.3	0.8	-4.1	-0.2	-1.0

(list continues)
(25) COc1ccc(NC(=O)CCC(=O)c2ccc(-c3ccccc3)cc2)cc1
(26) COc1ccc(S(=O)(=O)NCc2ccc(C)cc2)cc1
(27) O=C(Cc1ccc(Cl)cc1)Nc1ccc(N2CCN(C(=O)c3ccco3)CC2)c(Cl)c1
(28) COC(=O)c1ccc(NC(=O)C(=O)c2cccn2C)cc1
(29) O=C(COc1ccc(S(=O)(=O)NCc2ccccc2)cc1)NCC1CCCO1 (stereo not drawn)
(30) Cc1cc(C(=O)COc2cccnc2[N+](=O)[O-])c(C)n1Cc1ccco1
Assay by compound	25	26	27	28	29	30
PG9 binder	3.8	-1.2	-0.7	0.9	-3.0	0.4
DAX1 inh-1	-0.2	-0.3	-1.3	6.9*	-0.6	-3.7
hcDAF12 agonist	-0.9	-0.3	-2.7	5.1	0.2	-5.1
ssDAF12 agonist	-1.6	-1.3	-1.8	0.4	-0.7	-3.0
NR1D1 modulator	4.0	-2.1	-1.6	0.1	3.3	-13.7
PLC-beta3 inh	3.2	-1.0	-0.1	4.6	-1.6	-6.3
SMARCA2 activ	0.2	-2.5	-5.0	7.3	-3.1	-4.8
DAX1 inh-2	1.5	1.5	-1.7	-2.8	0.4	-0.9
sPLA2-III inh	0.7	3.6	-30.0	1.0	6.5	1.9
hgDAF12 agonist	0.4	1.0	-2.1	18.2*	-1.0	-7.9
GAA850 FXN act	-1.3	-2.5	0.7	1.6	0.5	-1.9

(31) O=C(Nc1ccc(N2CCN(C(=O)c3ccccc3)CC2)cc1)c1cccnc1
(32) CCOc1ccc2ccccc2c1/C=N/NC(=O)CNC(=O)c1ccccc1O
(33) COC/C=C/C1=CC2=CC(=O)C(C)(OC(=O)c3cnc4ccccc4n3)C(=O)C2=CN1CCOC (stereo not drawn)
(34) CSCCC(c1nnnn1Cc1ccccc1)N1CCN(C/C=C/c2ccccc2)CC1 (stereo not drawn)
(35) COC(CNC(=O)C1CCCCC1C(=O)O)OC (stereo not drawn)
(36) Cc1oc(-c2ccccc2)cc1C(=O)Nc1cccc2ccccc12
Assay by compound	31	32	33	34	35	36
PG9 binder	-3.5	-0.4	-0.5	-1.0	-4.6	-1.3
DAX1 inh-1	-0.1	-0.3	-0.5	-1.1	-0.3	-1.1
hcDAF12 agonist	-2.2	-2.5	-1.1	-1.3	1.3	-1.5
ssDAF12 agonist	-0.8	-0.2	-1.0	-1.3	-0.6	-1.6
NR1D1 modulator	1.7	4.3	-2.2	4.3	-5.4	3.0
PLC-beta3 inh	-3.2	-13.0	-7.4	1.9	0.8	-1.3
SMARCA2 activ	-2.4	-1.1	0.9	-4.1	0.8	-1.1
DAX1 inh-2	0.8	-1.8	1.0	·	-0.1	-0.7
sPLA2-III inh	3.1	-32.2	2.3	-22.4	-2.2	-18.9
hgDAF12 agonist	2.6	-4.0	-0.9	1.2	6.0	1.6
GAA850 FXN act	-0.4	-3.3	-1.0	·	0.7	0.7
